# Kir21 inh: inhibitors of mouse Kir2.1 inward-rectifier potassium channel | Inward rectifier potassium channel 2 (Mus musculus), P35561 | HEK293-Kir2.1, FluxOR thallium flux fluorescence; active compounds read low | actives 0.85% (n = 310,000) | AID 1672, 2009 | B-score at 10 µM;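 active = fluorescence ratio B-score at or below minus 3 SD of library scores, with starting-brightness B-score within 2 SD, cut at about -4.2 in these data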;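 note: channel flux triggered by added potassium and thallium sulfate stimulus; B-score of peak minus minimum fluorescence over baseline after thallium stimulus; more negative B-score means stronger Kir2.1 block with less thallium influx; some compounds called inactive have numbers as strong as hits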
# KCNQ2 block: KCNQ2 potassium channel inhibitors, primary screen, cell-based, CHO-K1, FluxOR thallium flux, B-score (AID 2156); Potassium voltage-gated channel subfamily KQT member 2 (Rattus norvegicus), O88943; 20 min; active compounds read low; B-score at 10 µM; actives 1.1% (n = 310,000);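 active = fluorescence ratio B-score at most minus 3 library SDs, with starting brightness B-score within 2 library SDs, cut at about -5.5 in these data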
# Target sequence (O88943 whole entry, looked up): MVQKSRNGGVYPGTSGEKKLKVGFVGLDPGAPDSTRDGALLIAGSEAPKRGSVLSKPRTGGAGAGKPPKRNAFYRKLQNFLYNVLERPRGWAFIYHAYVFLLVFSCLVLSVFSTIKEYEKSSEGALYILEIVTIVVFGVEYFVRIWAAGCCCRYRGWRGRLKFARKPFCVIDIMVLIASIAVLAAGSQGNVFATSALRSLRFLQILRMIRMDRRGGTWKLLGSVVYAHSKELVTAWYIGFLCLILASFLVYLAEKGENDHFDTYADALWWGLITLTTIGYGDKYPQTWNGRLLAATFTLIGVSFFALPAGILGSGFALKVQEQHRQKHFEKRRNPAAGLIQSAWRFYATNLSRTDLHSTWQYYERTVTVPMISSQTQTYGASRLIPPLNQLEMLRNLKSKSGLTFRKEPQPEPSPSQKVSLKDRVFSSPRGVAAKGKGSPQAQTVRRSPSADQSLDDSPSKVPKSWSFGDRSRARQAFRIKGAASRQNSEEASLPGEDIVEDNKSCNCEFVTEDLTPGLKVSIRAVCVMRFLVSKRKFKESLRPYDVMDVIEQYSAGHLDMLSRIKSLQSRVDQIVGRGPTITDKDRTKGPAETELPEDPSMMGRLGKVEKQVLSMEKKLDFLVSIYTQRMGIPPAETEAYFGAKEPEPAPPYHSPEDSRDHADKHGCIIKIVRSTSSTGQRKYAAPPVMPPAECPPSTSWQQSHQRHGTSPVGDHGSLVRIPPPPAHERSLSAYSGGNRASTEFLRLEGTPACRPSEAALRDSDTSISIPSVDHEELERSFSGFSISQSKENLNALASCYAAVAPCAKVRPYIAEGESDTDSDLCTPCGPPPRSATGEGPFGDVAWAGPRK
# Starred values were filed as active, the others as inactive; i = inactive.
# The opening 4 entries, to show the layout:
no. | compound | KCNQ2 block | Kir21 inh
1 | CC1CCN(C(=O)c2ccc(S(=O)(=O)NCc3ccco3)cc2)CC1 | i | 1.29
2 | COc1ccc2c(OC)c3ccoc3nc2c1OC | i | -0.69
3 | COCCCNc1nc2ccccc2[nH]c1=O | i | -0.22
4 | COc1ccc(C(=O)N[C@H](C(=O)Nc2ccc(OC)nc2)C(C)C)cc1 | i | -1.5

# The whole of this part, from the start:
no. | compound | KCNQ2 block | Kir21 inh
1 | CC1CCN(C(=O)c2ccc(S(=O)(=O)NCc3ccco3)cc2)CC1 | i | 1.29
2 | COc1ccc2c(OC)c3ccoc3nc2c1OC | i | -0.69
3 | COCCCNc1nc2ccccc2[nH]c1=O | i | -0.22
4 | COc1ccc(C(=O)N[C@H](C(=O)Nc2ccc(OC)nc2)C(C)C)cc1 | i | -1.5
5 | CC(NC(=O)COc1cccc(Br)c1)C(=O)O (stereo unspecified) | i | -0.08
6 | Cc1c(NC(=O)c2ccc(-c3ccc([N+](=O)[O-])cc3Cl)o2)c(=O)n(-c2ccccc2)n1C | i | -0.01
7 | CCc1cccc(CC)c1NC(=S)Nc1ccccc1 | i | -2.32
8 | CC(C)(C)C(=O)Nc1nc(NC(=O)C(C)(C)C)nc(-c2ccccc2Cl)n1 | i | 3.29
9 | CCS(=O)(=O)N1CCC(C(=O)Nc2ccc(C(C)=O)cc2)CC1 | i | 1.08
10 | Cc1cc(C)c2c(CC(=O)Nc3nccs3)coc2c1 | i | -1.17
11 | CCCCn1c(CCNC(=O)c2cccs2)nc2ccccc21 | i | -1.29
12 | CCN(CC(=O)NCc1cccs1)c1ccc(S(=O)(=O)N2CCCC2)cn1 | i | 0.17
13 | NC(=O)CC(NC(=O)Cc1cccc2ccccc12)c1ccc(N2CCN(c3ccc(F)cc3)CC2)c([N+](=O)[O-])c1 (stereo unspecified) | i | 0.53
14 | Cc1cccc(NC(=O)Nc2ccc(Cl)c(Cl)c2)n1 | i | -0.77
15 | CCOC(=O)C1(CCOc2ccccc2)CCN(Cc2cc(OC)c(O)c(OC)c2)CC1 | i | 0.42
16 | O=C1C(Oc2ccc(Cl)cc2)C(c2ccc3c(c2)OCO3)N1CC1CCCO1 (stereo unspecified) | i | -0.47
17 | COc1ccc(NC(=O)CSc2nnc3c4c(nc(-c5ccccc5)n23)CC(C)(C)OC4)cc1 | i | 0.09
18 | O=C(NCCc1ccccc1)C(=Cc1ccc(C(=O)O)cc1)C(=O)NCCc1ccccc1 | i | -0.6
19 | COc1ccccc1-n1c(N)cc(=O)nc1SCC(=O)Nc1cc(C)on1 | i | 0
20 | Cc1ccccc1C(=O)c1cccn1CC(=O)NC(C)c1ccccc1 (stereo unspecified) | i | -4.38*
21 | Cc1cc(N2CCN(C)CC2)nc2ccc(NC(=O)CCC(=O)NCc3ccco3)cc12 | i | 0.16
22 | O=C(Nc1cnc2ccccc2c1)N1CCOCC1 | i | -0.91
23 | Cc1ccccc1-n1c(-c2ccc(=O)[nH]n2)n[nH]c1=S | i | 0.63
24 | CCOC(=O)N1CCN(C(=O)CCn2c(=S)[nH]c3ccccc3c2=O)CC1 | i | 1.56
25 | COc1cc(CN2CC(=O)N(c3cccc(Cl)c3C)C2=S)cc(OC)c1OC | i | 0.45
26 | Cc1cccc(CCN(CC(=O)NC2CCCCC2)C(=O)c2csnn2)c1 | i | 0.28
27 | Cc1cccc(N2CCN(CC(O)COc3ccc(Cl)cc3)CC2)c1 (stereo unspecified) | i | 1.11
28 | CC(C)(CN1CCC(Cc2ccccc2)CC1)NS(=O)(=O)c1ccccc1 | i | -0.98
29 | O=C(C1=COCCO1)N1CCN(C(c2ccccc2)c2ccccc2)CC1 | i | 0.95
30 | O=C1c2ccccc2-c2ccc(C(=O)N3CCCCC3)cc21 | i | 0.23
31 | COc1ccc([C@@H]2[C@H]3C(=O)N(c4cccc(C(F)(F)F)c4)C(=O)[C@H]3ON2C)cc1 | i | -0.42
32 | O=C(c1ccc(Cl)c(S(=O)(=O)N2CCCCC2)c1)N1CCCCC1 | i | -0.84
33 | COC(=O)c1cccc(COC(=O)c2ccccc2NC(=O)c2ccco2)c1 | i | -1.3
34 | COc1ccc(N/N=C(\C#N)C(=N)N2CCOCC2)cc1 | i | 2.45
35 | COc1ccc(-c2nnc(SC(=O)N3c4ccccc4Sc4ccccc43)o2)cc1 | i | -1.2
36 | O=C(Cc1ccccc1)NN1C(=O)C2C3C=CC(C3)[C@@H]2C1=O (stereo partly specified) | i | 0.83
37 | O=C1c2ccccc2C(=O)c2cc(NC(=O)C3CC3)ccc21 | i | 3.32
38 | Cc1ccccc1OCC(=O)N1N=C(C(F)(F)F)CC1(O)C(C)(C)C (stereo unspecified) | -8.15* | -0.1
39 | COCCN(C(=O)c1cccc(-n2cnnn2)c1)c1c(N)n(CC(C)C)c(=O)[nH]c1=O | i | -2.87
40 | CCCOc1ccc(-c2nc(OCC)c3ccccc3n2)cc1 | i | -1.15
41 | c1ccc(CSc2nnc(-c3ccccc3)c(-c3ccccc3)n2)cc1 | i | 0.58
42 | CCOc1ccc(C2=Nc3ccccc3C(c3ccc(N4CCOCC4)cc3)=NN2)cc1 | i | -2.94
43 | O=C(NN1C(=O)C2C3C=CC(O3)C2C1=O)c1ccncc1 (stereo unspecified) | i | -0.29
44 | CN(Cc1cn(-c2ccccc2)nc1-c1cc2ccccc2o1)C(=O)CCC(=O)O | i | -0.81
45 | CC(C)CCOCc1nc2sc3c(c2c(=O)[nH]1)CCC(C)C3 (stereo unspecified) | i | 0.7
46 | CC(=O)Nc1ccc(S(=O)(=O)NCc2cn3c(C)csc3n2)cc1 | i | 1.11
47 | COc1ccc(CN2CCC(c3nc4ccc(Cl)cc4[nH]3)CC2)cc1 | i | -7.29*
48 | CNC(=O)NC(=O)COC(=O)/C=C/c1cccc(Br)c1 | i | -0.64
49 | Cc1ccc(OCC(=O)Nc2ccc(S(=O)(=O)Nc3ccccn3)cc2)cc1 | i | 1.14
50 | CCN(C(=O)C(C)N1C(=O)/C(=C/c2cccs2)SC1=S)C1CCS(=O)(=O)C1 (stereo unspecified) | i | 0.92
51 | O=C(O)c1cc(NC(=O)c2ccccc2F)cc(NC(=O)c2ccccc2F)c1 | i | 0.92
52 | CCOC(=O)c1c(NC(C)=O)sc(/C(C)=N/Nc2ccc(C(=O)O)cc2)c1C | i | 1.2
53 | CCOC(=O)C1=C(CSc2nc(-c3ccncc3)ccc2C#N)OC(N)=C(C#N)C1c1ccc(OC)cc1 (stereo unspecified) | i | -0.18
54 | CCn1c(=O)cc(OCC(=O)N2CCCCCC2)c2ccccc21 | i | 1.54
55 | COc1ccc(NS(=O)(=O)c2nnc(NC(=O)c3ccccc3F)s2)cc1 | i | 0.05
56 | Cc1cc(OCC(=O)N(C)C2CCCCC2)cc(C)c1Cl | -7.43* | 2.39
57 | CN(CCCC(=O)Nc1ccccc1F)S(=O)(=O)c1ccc(F)cc1 | i | 1.71
58 | FC(F)(Cl)c1nnc2ccc(Cl)nn12 | i | 0.1
59 | O=C(O)c1ccc(CNS(=O)(=O)c2ccc3ccccc3c2)cc1 | i | -0.12
60 | CCC(C)NC(=O)/C=C1\Sc2ccccc2NC1=O (stereo unspecified) | i | 1.17

# Entries by screen from above.
# KCNQ2 block, entries 51–59: i, i, i, i, i, -7.43*, i, i, i

# More structures follow.
no. | compound | KCNQ2 block | Kir21 inh
61 | Cc1ccc(C)c(NS(=O)(=O)c2cc(C(=O)Nc3ccccc3-c3ccccc3)ccc2Cl)c1 | -7.09* | -0.03
62 | O=C(CN1C(=O)C(=O)N(Cc2ccccc2)C1=O)Nc1ccc(F)c(Cl)c1 | i | 0.89
63 | CN(Cc1cccnc1)C(=O)c1cc(COc2ccc3c(c2)CCCC3)on1 | i | -0.04
64 | Cc1cc(C(=O)COC(=O)/C=C/c2cccc(F)c2)c(C)n1C | i | 1.25
65 | Cc1cc(C)n(-c2nc3c(c(=O)[nH]c(=O)n3C)n2Cc2ccccc2)n1 | i | 0.26
66 | O=C1OCc2cccc([N+](=O)[O-])c21 | i | 0.65
67 | O=S(=O)(NC1CCCC1)c1cccc(S(=O)(=O)N2CCC(n3nnc4ccccc43)CC2)c1 | i | -0.27
68 | O=C(COc1cc(=O)n2c(n1)SCCC2)c1ccccc1 | i | 1.26
69 | COc1ccc(NC(=O)Cn2nnc(C(=O)NCCc3ccc(OC)c(OC)c3)c2N)c(OC)c1 | i | 0.2
70 | CN(C)C(CNc1ccc(S(C)(=O)=O)cc1[N+](=O)[O-])c1ccccc1 (stereo unspecified) | i | -1.67
71 | Clc1ccc(C2=Nn3c(nnc3-c3cccs3)SC2)cc1 | i | 0.43
72 | COc1ccccc1N1CCN(C(=O)CCc2ccccc2)CC1 | i | 0
73 | CCn1c(SCC(=O)Nc2nnc(C)s2)nnc1-c1ccncc1 | i | 0.35
74 | COCCN(CCOC)C(=O)COC(=O)c1cc([N+](=O)[O-])ccc1Cl | i | 0.48
75 | CCc1nnc(NC(=O)c2ccc(S(=O)(=O)N3CCCC3)cc2)s1 | i | -0.56
76 | Cc1[nH]c(=O)nc(SCc2cccc(Cl)c2)c1C#N | i | 1.62
77 | COc1ccc(-c2cn3c(C)c(C(=O)N4CCc5ccccc5C4)sc3n2)cc1 | i | 0.56
78 | O=C(Nc1nnc(C2CC2)s1)c1cc(S(=O)(=O)N2CCN(c3ccccc3)CC2)ccc1Cl | i | 1.9
79 | COc1ccc(NC(=O)CSc2nc3ccccc3nc2N2CCCC2)cc1 | i | 0.23
80 | O=C(c1cc(=O)[nH]c2ccccc12)N1CCN(c2cccc(C(F)(F)F)c2)CC1 | i | 3.07
81 | C#CCOCCOCCOCCNc1nc(N2CCN(C(=O)[C@H](CCC(=O)O)n3cc(C(N)Cc4ccc(O)cc4)nn3)CC2)nc(N2CCN(C(=O)[C@H](CCCCN)n3cc(C(N)[C@H](C)CC)nn3)CC2)n1 (stereo partly specified) | i | -0.26
82 | CN(C)S(=O)(=O)c1cccc(C(=O)N2CCc3ccccc32)c1 | i | -0.06
83 | CC1(C)Cc2c(sc(NC(=O)COc3ccccc3)c2C#N)C(C)(C)N1 | i | -1.09
84 | CC(Oc1cccc(Cl)c1)C(=O)Nc1ccccc1N1CCCCC1 (stereo unspecified) | -7.09* | 3.32
85 | CC1=NN(C(=O)Cc2ccccc2)C(O)(c2cccnc2)C1 (stereo unspecified) | i | 0.93
86 | Clc1ccc(CSc2cc3c(nn2)-c2ccccc2CC3)cc1Cl | -8.33* | 0.63
87 | COc1cc(OC)cc(C(=O)OCC(=O)N(C)c2ccccc2)c1 | i | 0.29
88 | COc1ccc(S(=O)(=O)Cc2ccc(C(=O)N3CCN(C4CCCCC4)CC3)o2)cc1 | i | -0.41
89 | CCOC(=O)C(C(=O)OCC)C1CS(=O)(=O)CC1C(C(=O)OCC)C(=O)OCC (stereo unspecified) | i | 0.7
90 | Cn1c(-[n+]2c(-c3ccccc3)cc(-c3ccccc3)cc2-c2ccccc2)nc2cc([N+](=O)[O-])ccc21 | i | -1.71
91 | CCOC(=O)C1CCN(C(=O)c2oc3ccc4c(c3c2C)C(O)CC2(CCCCC2)O4)CC1 (stereo unspecified) | i | -2.9
92 | COc1ccccc1N(CC(=O)Nc1cccnc1)S(=O)(=O)c1ccccc1 | i | 1.23
93 | CCOC(=O)c1c(S(=O)(=O)NCC(=O)NCc2ccc(C)cc2)c(C)n(C)c1C | i | 0.02
94 | Cc1[nH]c2ccc3ncccc3c2c1C | i | -0.08
95 | Cc1ccccc1NC(=O)c1ccc(Cn2cc([N+](=O)[O-])cn2)o1 | i | -0.27
96 | CCc1ccn2cc(-c3cc(-c4ccccc4)no3)nc2c1 | i | 2.01
97 | COc1ccc(S(=O)(=O)N2CCc3ccccc32)cc1C(=O)Nc1ccc(C(N)=O)cc1 | i | 0.81
98 | O=C1/C(=C/c2ccccc2)Oc2cc(OC(=O)N3CCOCC3)ccc21 | i | -0.04
99 | Cc1cc(C)nc(SCC(=O)c2ccc3c(c2)OCCO3)n1 | i | -0.44
100 | COC(=O)[C@@H](N)Cc1ccc(O)cc1 | i | -1.07
101 | Cc1cc(C)c(S(=O)(=O)N2CCCC2=O)cc1N(C)S(C)(=O)=O | i | 0.74
102 | Cc1onc(-c2c(Cl)cccc2Cl)c1C(=O)c1ccccc1 | i | -0.1
103 | Cc1nn(-c2ccccc2)nc1C(=O)c1c(C)[nH]n(-c2ccccc2)c1=O | i | -0.64
104 | CCOCCCNC(=O)C(NC(=O)Cc1c[nH]c2ccccc12)c1ccccc1 (stereo unspecified) | i | -0.44
105 | CC(=O)Nc1ccc2sccc2c1 | i | 0.72
106 | C/C(CC(=O)Nc1cccc(C(F)(F)F)c1)=N\NC(=O)c1ccncc1 | i | -0.4
107 | COC(=O)c1ccc(COc2ccc(C=O)cc2OC)o1 | i | 1.34
108 | CCOC(=O)c1ccc(CNC(=O)c2cc(C(C)(C)C)oc2C)o1 | i | -1.16
109 | COc1ccc(N2CCN(C(=O)Cc3ccc(Cl)cc3)CC2)cc1 | i | -0.07
110 | CCOC(=O)c1ccc(NC(=S)N2CCSC2c2ccc(Cl)cc2)cc1 (stereo unspecified) | i | 1.06
111 | COc1ccc(C(=O)N/N=C/c2ccc(OC)c(CN3CCCc4ccccc43)c2)cc1 | i | -0.05
112 | COc1cccc(Cn2c(N)c(C#N)c3nc4ccccc4nc32)c1OC | i | -0.01
113 | Cc1c2c(nc3nc4ccccc4n13)CCCC2=O | i | -0.43
114 | CC(C)Cc1nc(SCC(=O)NCc2ccccc2)n[nH]1 | i | 1.54
115 | Cc1ccc(S(=O)(=O)Nc2ccc3c(c2)nc(CCN2CCN(c4ccccn4)CC2)n3C)cc1 | i | -1.65
116 | COc1cc2c(cc1OC)C(c1cc3ccccc3oc1=O)=NC(C)(C)C2 | i | 0.22

# Compound activity as filed in PubChem.
